hK5 inh: human KLK5 protease inhibitors, primary screen, biochemical, 1536-well; recombinant hK5, fluorogenic AMC substrate cleavage; inhibition, % at 5 µM; 210,000 tested, 0.59% active;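 active = inhibition of 40% or more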;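 also: 0% = enzyme controls without compound and 100% = no-enzyme blanks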
PERK inhibitor: block of dimerizer-induced PERK translation repression, primary screen, PERK inhibitor project, CHO PERK-DD cells, SEAP luminescence, HTS. CHO PERK-DD fusion, SEAP luminescence translation reporter. inhibition, % at 5.6 µM. 220,000 tested, 0.17% active. Eukaryotic translation initiation factor 2-alpha kinase 3 (Homo sapiens), Q9NZJ5;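 active = inhibition above the mean inhibition of all tested compounds plus 3 SD, set separately per screening campaign, cut at about 2.9% in these data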;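 also: PERK kinase domain activated by AP20187 dimerizer at 100 nM; 0% = DMSO with dimerizer and 100% = rapamycin at 8.4 µM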
FXIIa inh: human FXIIa protease inhibitors, primary screen, biochemical, 1536-well. Coagulation factor XII (Homo sapiens), P00748. purified FXIIa, Boc-QGR-AMC fluorogenic substrate, 2 h. inhibition, % at 5 µM. 220,000 tested, 0.3% active. AID 800, 2007; in the data active = inhibition above about 40%;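 also: 0% = enzyme with no compound and 100% = blank without enzyme; many of its hits are not listed in these tables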
p97 ATPase inh: inhibitors of human p97 ATPase, primary screen, biochemical; Transitional endoplasmic reticulum ATPase (Homo sapiens), P55072; recombinant p97 ATPase, Kinase-Glo ATP luminescence, 3 h; inhibition, % at 8 µM; 220,000 tested, 0.42% active; AID 1481, 2009; in the data active = inhibition above about 15%;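 also: 0% = DMSO vehicle and 100% = wells lacking enzyme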
Furin inhibitor: human furin inhibitors, primary screen, biochemical, fluorescence intensity; purified furin, fluorogenic substrate cleavage; inhibition, % at 30 µM; 220,000 tested, 0.061% active; AID 463115, 2010; in the data active = inhibition above about 25%; also: inactives centre near -15
thrombin 1536: human alpha-thrombin inhibitors, primary screen, counter-screen for coagulation protease inhibitor project, biochemical, 1536-well, fluorogenic AMC substrate; Prothrombin (Homo sapiens), P00734; Boc-VPR-AMC fluorogenic substrate cleavage; inhibition, % at 5 µM; 220,000 tested, 0.26% active; AID 1046, 2008;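 active = inhibition at or above 40%; inactive = inhibition below 40%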;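 also: 0% = enzyme with no compound and 100% = wells without enzyme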
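Material: human alpha-thrombin enzyme / Medium: pH 7.5 Tris (50 mM) with NaCl 150 mM, Tween 20 0.05% / Compound: single-point dosing at 5 µM, 0.2% DMSO / Incubation: enzyme reaction carried out at room temperature / Detection: AMC fluorescence, 355/460 nm / Read-out basis: percent inhibition scaled between no-compound controls and no-enzyme blanks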
KCC2 mod: KCC2 cotransporter modulators, thallium flux, primary screen, cell-based, HEK293 KCC2, FluoZin-2 fluorescence, MLSMR; Solute carrier family 12 member 5 (Homo sapiens), Q9H2X9; KCC2 cells, thallium flux FluoZin-2 fluorescence; B-score of Tl+ flux slope (higher = more flux/activation; lower = inhibition) at 10 µM; 190,000 tested, 2.2% active; AID 1456, 2008;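 active = thallium flux slope and its plate-corrected score both differing from the plate sample mean at a set confidence after two filtering rounds, in either direction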;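 also: slope of fluorescence scaled to starting intensity during 10 to 20 s after thallium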
Target sequence (Q9H2X9 whole entry, looked up): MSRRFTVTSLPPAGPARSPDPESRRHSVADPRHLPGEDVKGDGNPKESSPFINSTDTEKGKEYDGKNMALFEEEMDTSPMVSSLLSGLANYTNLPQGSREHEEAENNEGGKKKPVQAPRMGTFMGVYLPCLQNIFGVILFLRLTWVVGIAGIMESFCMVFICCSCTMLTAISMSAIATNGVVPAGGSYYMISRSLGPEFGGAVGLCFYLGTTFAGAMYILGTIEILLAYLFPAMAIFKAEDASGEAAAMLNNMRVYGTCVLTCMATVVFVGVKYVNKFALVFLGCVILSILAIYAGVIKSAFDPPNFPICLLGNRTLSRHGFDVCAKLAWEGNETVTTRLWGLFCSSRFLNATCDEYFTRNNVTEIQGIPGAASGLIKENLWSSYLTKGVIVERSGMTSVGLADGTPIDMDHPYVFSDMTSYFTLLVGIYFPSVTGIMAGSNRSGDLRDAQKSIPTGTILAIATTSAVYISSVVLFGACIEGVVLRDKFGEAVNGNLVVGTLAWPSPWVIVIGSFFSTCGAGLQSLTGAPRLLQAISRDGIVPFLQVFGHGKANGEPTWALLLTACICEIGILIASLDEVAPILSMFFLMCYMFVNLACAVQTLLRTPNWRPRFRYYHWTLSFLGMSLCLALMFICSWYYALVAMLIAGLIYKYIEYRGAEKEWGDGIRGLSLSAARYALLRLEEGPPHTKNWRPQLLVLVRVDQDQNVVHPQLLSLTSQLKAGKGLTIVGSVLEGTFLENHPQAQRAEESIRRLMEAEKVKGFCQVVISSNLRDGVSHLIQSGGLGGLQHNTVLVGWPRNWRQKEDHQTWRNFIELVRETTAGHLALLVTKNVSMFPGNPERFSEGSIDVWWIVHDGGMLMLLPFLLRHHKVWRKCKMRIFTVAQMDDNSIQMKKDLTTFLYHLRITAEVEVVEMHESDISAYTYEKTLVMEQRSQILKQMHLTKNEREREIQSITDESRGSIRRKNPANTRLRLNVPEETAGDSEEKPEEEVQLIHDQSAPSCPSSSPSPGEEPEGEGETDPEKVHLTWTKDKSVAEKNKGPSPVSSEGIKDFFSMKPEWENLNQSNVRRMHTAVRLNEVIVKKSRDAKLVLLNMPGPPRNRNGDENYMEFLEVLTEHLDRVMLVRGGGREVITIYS
Wee1 degr inh: Wee1 degradation inhibitors, primary screen, cell-based, HeLa, Wee1K328M-luciferase, luminescence | AID 1321, 2008 | HeLa Luc-Wee1K328M stability; 100% = proteasome inhibitor MG132 effect | reporter increase, % at 5 µM | Wee1-like protein kinase (Homo sapiens), P30291 | 220,000 tested, 1.2% active;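 active = activation above the mean of all tested compounds plus 3 SD, set per screening run, cut at about 8.8% in these data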;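 also: cells exposed to compound for 20 h before luminescence read; 0% = DMSO alone and 100% = MG132 at 30 µM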
FXIa inh 1536: human FXIa protease inhibitors, primary screen, biochemical, 1536-well; Coagulation factor XI (Homo sapiens), P03951; purified FXIa, Boc-Glu-Ala-Arg-AMC fluorogenic substrate; inhibition, % at 5 µM; 220,000 tested, 0.14% active; AID 798, 2007;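 active = inhibition of at least 40%; inactive = inhibition below 40%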;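 also: fluorescence of freed AMC excited at 355 nm; 0% = enzyme without compound and 100% = no enzyme blank; many of its hits are not listed in these tables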
Active calls of the source: *; / = no result given; [ ] = remark or other dose.

SMILES	hK5 inh	PERK inhibitor	FXIIa inh	p97 ATPase inh	Furin inhibitor	thrombin 1536	KCC2 mod	Wee1 degr inh	FXIa inh 1536
CSc1nc(-c2ccccc2)nc(N)c1C(C)=O	45*	0.8	7	-3	-11[20 µM]	16	-2.9	0	8
COc1ccc(-c2nc3ccccc3n2Cc2ccc(C)cc2)cc1	-7	-2.0	18	-6	-8[20 µM]	-2	-0.92	-1	0
CCOc1ccc(N(CC(=O)Nc2ccc(C)c(C)c2)S(=O)(=O)c2c(C)noc2C)cc1	-3	-0.3	9	-4	-20	-5	0.29	7	1
COc1cc(-c2c(C#N)c(N)nc3c2CCCC3)ccc1O	-6	-1.8	5	-2	3	-4	-0.98	2	-2
O=C(Nc1cccc(O)c1)c1noc2c1CCc1ccccc1-2	-3	-0.7	13	-7	-14[20 µM]	-1	-0.98	4	7
Nc1ccc(-n2c(N)c(C(=O)NCc3ccc4c(c3)OCO4)c3nc4ccccc4nc32)cc1	/	-0.6	/	10	-7[20 µM]	/	/	0	/
COc1ccccc1CNC(=O)C(NC(=O)c1ccc(C)cc1)C(C)C (stereo not drawn)	13	0.7	28	-4	-8	17	0.73	4	24
O=P(Cc1cccc[n+]1[O-])(c1ccccc1)c1ccccc1	-7	0.1	5	-6	-19	-4	0.29	-2	-5
COc1ccc(/C(N)=N/OC(=O)CSc2ccccc2)cc1OC	-10	0.1	15	0	-15[20 µM]	2	/	3	8
C=CCn1c(SCc2c(C)noc2C)nc2sc3c(c2c1=O)CCCC3	-1	-0.6	17	-6	-1[20 µM]	-1	0.29	-2	6
Cc1ccc(C(=O)ONc2ccc(N=O)cc2)cc1	-8	1.0	44*	-3	-11[20 µM]	1	/	-1	8
CC(C)C1Cc2c(sc3[nH]c(=S)n(Cc4ccccc4)c(=O)c23)CO1 (stereo not drawn)	-184	0.6	15	1	-21[20 µM]	7	19*	3	-4
COc1ccccc1C(=O)Nc1nnc(-c2ccc(F)cc2)o1	-11	1.0	7	0	-9	-8	0.22	0	-6
CCN(Cc1ccccc1)C(=O)COC(=O)c1cc(=O)[nH]c2ccccc12	-14	-0.2	2	-2	-7	13	-0.049	-1	3
Cc1cc([N+](=O)[O-])nn1Cc1ccc(C(=O)N/N=C/c2ccc(F)cc2)cc1	-2	-1.3	5	-4	-9	-8	0.64	2	-3
CC1=NN(c2nc(-c3ccc(C)cc3)cs2)C(=O)C1N=Nc1cccc(O)c1 (stereo not drawn)	4	0.5	10	12	-22	1	-1.4	3	4
CCOc1cc2[nH]c(=O)n(CCCC(=O)NCc3ccc(OC)cc3)c(=O)c2cc1OCC	4	0.5	-1	0	-19[20 µM]	2	-1.3	1	4
Cc1ccc([N+](=O)[O-])cc1NC(=O)C(C)NS(=O)(=O)c1ccc(F)cc1 (stereo not drawn)	-15	0.2	8	1	-16	5	0.32	4	-3
COc1cccc(NC(=O)c2cn(C)c(=O)c3cc(OC)c(OC)cc23)c1	-7	-1.7	15	-4	-15	2	/	-1	1
CCN(c1ccccc1)S(=O)(=O)c1ccc(OC)c(NC(=O)c2cccs2)c1	4	0.1	6	4	-7	4	-0.84	8	1
COCCCNS(=O)(=O)c1ccc(SC)cc1	-14	0.2	16	6	-5	-3	-0.34	-2	11
CCCCn1c(SCC(=O)NCc2ccco2)nc2ccc(N3CCOCC3)cc2c1=O	-34	-0.9	14	0	-27	4	2.3	-1	5
O=C(/C=C/c1ccc(Cl)cc1Cl)NC(=S)Nc1ccc(CN2CCOCC2)cc1	1	0.1	6	4	3	4	1.1	0	8
OCC(O)/C=N/Nc1nc2ccccc2s1 (stereo not drawn)	-8	1.8	0	4	-20	1	1.1	1	-2
COC(=O)c1cccc(S(=O)(=O)N2CCC(c3nc4ccccc4o3)CC2)c1	-1	-0.6	10	-8	4[20 µM]	2	-0.94	2	6
Cc1cc(-c2csc(NCc3ccccc3)n2)c(C)n1C	-2	0.1	6	7	-23	-14	1.7	2	1
CN(Cc1c(F)cccc1Cl)C(=O)C1CC(=O)N(CCc2ccccc2)C1 (stereo not drawn)	2	-0.2	9	-3	-20	-13	-1.5	12*	-4
O=C(NCc1cccs1)C1CCN(S(=O)(=O)c2cccc3nsnc23)CC1	3	0.4	12	1	-7	-1	-0.42	-2	4
CCC(=O)N1CCc2cc(S(=O)(=O)NC(Cc3ccccc3)C(=O)NC3CCCC3)ccc21 (stereo not drawn)	-1	0.0	14	-1	-26	4	-0.17	2	6
CN(C)c1ccc(/C=N/N(Cc2ccccc2)c2ccccc2)cc1	3	1.2	4	-3	1	-6	-0.49	1	0
CCn1c(O)c(N=NC(=O)CNC(=O)/C=C/c2ccco2)c2ccccc21	1	-0.7	27	-1	-14[20 µM]	6	0.0037	-2	20
C=CCN(CC=C)C(=S)NC(=O)c1ccc([N+](=O)[O-])cc1	4	0.2	26	-5	-9	-1	46*	1	19
CN(CC(=O)Nc1ccc(F)c(Cl)c1)S(=O)(=O)c1cccc2nsnc12	-20	0.9	14	2	-4[20 µM]	3	/	-1	5
COc1ccc2sc3ccccc3c(=O)c2c1OC	-11	1.4	16	4	0[20 µM]	2	0.58	1	-2
CC(C)(C)NC(=O)CN(C(=O)CS(=O)CC(=O)Nc1ccc(F)cc1)c1ccc2c(c1)OCCO2 (stereo not drawn)	-3	0.6	5	-2	-19	-15	-0.081	1	-7
Cc1ccc(-n2nnc(-c3cc4ccccc4n3C)n2)cc1	-2	1.1	4	9	-30	2	1.2	3	2
Nc1nc(-c2ccccc2)nn1S(=O)(=O)c1ccccc1	1	0.8	7	2	-30	1	0.011	4	-2
O=C(Nc1ccc(Cl)cn1)Nc1ccccc1F	-7	0.6	7	-7	-24[20 µM]	-2	0.92	-2	-2
COCCn1c(=O)[nH]c2cc(C(=O)NC3CCCCCC3)ccc2c1=O	26	1.0	18	6	-29	-5	/	2	16
Cc1nc2ccccc2cc1C(=O)O	3	-0.9	16	1	-22[20 µM]	-4	/	1	2
O=C1C2(c3ccccc3)CN(CCCO)CC1(c1ccccc1)CN(CCCO)C2	2	-0.1	2	1	-24[20 µM]	-2	-0.87	-1	2
CCOC(=O)c1cnc2c(C)cccc2c1Nc1ccc(N2CCOCC2)cc1	-2	-1.0	11	0	-30	-4	-0.55	-3	0
COc1ccc(Cl)cc1NC(=S)N1CCN(S(C)(=O)=O)CC1	-3	0.1	7	4	-20	-7	0.28	-1	-2
CN1CCN(CCCNC(=S)Nc2ccc(F)c(Cl)c2)CC1	-2	0.7	4	4	-3	-6	-0.11	3	-4
CCOCC(=O)Nc1cc([N+](=O)[O-])ccc1C	-1	1.0	14	9	-23	-4	0.47	-1	5
CCC(=O)N(Cc1ccccc1)c1ccccn1	-23	0.3	-10	2	-21[20 µM]	-13	-0.037	3	-5
CCNC(=O)N1C(=O)C2(OCCO2)c2ccccc21	-11	0.9	10	3	-34	-2	0.76	-2	5
O=C(CCNC(=O)c1ccccc1Cl)Nc1nc(-c2ccc(F)cc2)cs1	9	0.2	2	-1	-15	-8	-4.2*	-4	-3
COc1ccc(-c2nnc(-c3cc(OC)c(OC)c(OC)c3)o2)cc1OC	-8	-1.3	15	-5	-15[20 µM]	4	-0.23	-2	8
CN1CCN(c2nc3c(c(=O)[nH]c(=O)n3C)n2CC(N)=O)CC1	-6	1.2	-4	4	-22	0	0.67	0	3
Cc1c(C(=O)c2ccccc2)oc2ccc3ccccc3c12	1	1.1	4	0	-25	2	0.63	0	13
O=c1[nH]cc(-c2ccccc2)c(=O)[nH]1	11	0.4	2	0	-12	-6	1.3	-2	-12
CC(C)N=c1c([N+](=O)[O-])nn(C)n1O	-18	0.7	0	1	-16	0	0.92	0	-6
Cc1cccc(NC(=O)CSc2nnc(NC(=O)c3ccco3)s2)c1	-5	0.8	10	6	-25	-8	-0.0039	0	-2
O=C(COC(=O)c1ccc2c(c1)OCCO2)Nc1cc(S(=O)(=O)N2CCOCC2)ccc1Cl	-4	0.7	3	-1	-17	-2	1.1	-2	-5
Cn1nc(-c2ccc(C(=O)Nc3cccnc3)cc2)c2ccccc2c1=O	-3	0.6	39	3	-15[20 µM]	2	0.029	-2	19
CC(C)CCNC(=O)C(C)N(Cc1ccc(F)cc1)C(=O)c1ccc(CN2CCOCC2)o1 (stereo not drawn)	0	-0.1	6	0	-26	3	0.55	0	-2

Gathered by group: those above containing two or more sulfur atoms.
SMILES	hK5 inh	PERK inhibitor	FXIIa inh	p97 ATPase inh	Furin inhibitor	thrombin 1536	KCC2 mod	Wee1 degr inh	FXIa inh 1536
C=CCn1c(SCc2c(C)noc2C)nc2sc3c(c2c1=O)CCCC3	-1	-0.6	17	-6	-1[20 µM]	-1	0.29	-2	6
CC(C)C1Cc2c(sc3[nH]c(=S)n(Cc4ccccc4)c(=O)c23)CO1 (stereo not drawn)	-184	0.6	15	1	-21[20 µM]	7	19*	3	-4
CCN(c1ccccc1)S(=O)(=O)c1ccc(OC)c(NC(=O)c2cccs2)c1	4	0.1	6	4	-7	4	-0.84	8	1
COCCCNS(=O)(=O)c1ccc(SC)cc1	-14	0.2	16	6	-5	-3	-0.34	-2	11
O=C(NCc1cccs1)C1CCN(S(=O)(=O)c2cccc3nsnc23)CC1	3	0.4	12	1	-7	-1	-0.42	-2	4
CN(CC(=O)Nc1ccc(F)c(Cl)c1)S(=O)(=O)c1cccc2nsnc12	-20	0.9	14	2	-4[20 µM]	3	/	-1	5
COc1ccc(Cl)cc1NC(=S)N1CCN(S(C)(=O)=O)CC1	-3	0.1	7	4	-20	-7	0.28	-1	-2
Cc1cccc(NC(=O)CSc2nnc(NC(=O)c3ccco3)s2)c1	-5	0.8	10	6	-25	-8	-0.0039	0	-2

Single records (already shown). Screens in order: hK5 inh, PERK inhibitor, FXIIa inh, p97 ATPase inh, Furin inhibitor, thrombin 1536, KCC2 mod, Wee1 degr inh, FXIa inh 1536
Shown for `Cc1ccc(C(=O)ONc2ccc(N=O)cc2)cc1` : -8, 1.0, 44*, -3, -11[20 µM], 1, /, -1, 8
Shown for `COc1ccccc1CNC(=O)C(NC(=O)c1ccc(C)cc1)C(C)C` (stereo not drawn) : 13, 0.7, 28, -4, -8, 17, 0.73, 4, 24

Source: PubChem

An unsorted share of the library. Share with any hit: about 4.4%.
